Source: PubChem BioAssay
SENP7 inh = SENP7 protease inhibitors, primary screen, biochemical, luminescence, uHTS. Sentrin-specific protease 7 (Homo sapiens), Q9BQF6. recombinant SENP7, Z-RLRGG-aminoluciferin luminescence, 40 min. inhibition, % at 5 µM. 330,000 tested, 1.5% active;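 active = inhibition above about 50% at the single test dose, limit read from the data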;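 note: plate controls were DMSO with enzyme for no effect and no enzyme buffer wells for full effect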
Target sequence (Q9BQF6 706-1050 limits assumed): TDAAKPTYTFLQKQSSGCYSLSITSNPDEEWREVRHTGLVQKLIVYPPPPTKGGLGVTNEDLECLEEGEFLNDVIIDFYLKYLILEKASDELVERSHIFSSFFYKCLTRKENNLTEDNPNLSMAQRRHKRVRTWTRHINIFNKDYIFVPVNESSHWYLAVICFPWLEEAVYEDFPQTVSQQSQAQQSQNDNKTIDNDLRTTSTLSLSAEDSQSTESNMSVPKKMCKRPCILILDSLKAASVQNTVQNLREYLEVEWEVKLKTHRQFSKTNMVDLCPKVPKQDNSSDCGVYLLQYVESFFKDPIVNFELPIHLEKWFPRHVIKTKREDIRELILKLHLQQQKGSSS
UBC13 polyUb = UBC13 polyubiquitin chain formation inhibitors, primary screen, biochemical, TR-FRET, uHTS | Ubiquitin-conjugating enzyme E2 N (Homo sapiens), P61088 | inhibition, % at 20 µM | 330,000 tested, 0.47% active; in the data active = inhibition above about 45%, passing the limit was not always enough
Target sequence (P61088 whole entry, looked up): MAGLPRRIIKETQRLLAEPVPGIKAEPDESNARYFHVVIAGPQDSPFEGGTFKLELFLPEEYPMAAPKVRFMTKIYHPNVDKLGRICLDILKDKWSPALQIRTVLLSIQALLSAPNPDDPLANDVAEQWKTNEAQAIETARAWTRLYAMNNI
SENP8 block-1 = human SENP8 protease inhibitors, primary screen, biochemical, fluorescence, Nedd8 protein substrate, uHTS; recombinant SENP8; 360,000 tested, 0.64% active; Sentrin-specific protease 8 (Homo sapiens), Q96LD8; AID 602440, 2012; inhibition, % at 20 µM; in the data active = inhibition mostly above about 40%, no sharp cut-off; inactive = mostly below about 27%
PfGluPho inh = PfG6PD enzyme inhibitors, primary screen, biochemical, fluorescence intensity, uHTS; PfGluPho enzyme, NADPH resazurin-diaphorase fluorescence; AID 504690, 2011; inhibition, % at 20 µM; glucose-6-phosphate dehydrogenase-6-phosphogluconolactonase (Plasmodium falciparum 3D7); 350,000 tested, 0.78% active;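 active = inhibition reaching at least a set limit at 20 µM in the primary screen, cut at about 59% in these data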;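 note: 0% = DMSO wells with substrate and 100% = DMSO wells lacking glucose-6-phosphate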
SENP8 block-2 = SENP8 protease inhibitors, primary screen, biochemical, luminescence. Sentrin-specific protease 8 (Homo sapiens), Q96LD8. 330,000 tested, 1.2% active. AID 2540, 2010. inhibition, % at 10 µM. purified SENP8, Z-RLRGG-aminoluciferin cleavage; in the data active = inhibition above about 50%
beta cell repl = inducers of MIN6 beta-cell proliferation, primary screen, ATP luminescence, uHTS; MIN6 cells proliferation, ATPlite luminescence, 48 h; cells starved in 0.2% serum; 100% = growth in 10% serum; proliferation, % at 10 µM; 330,000 tested, 0.29% active;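 active = compounds whose signal lies at least 3.5 SD above the mean of all wells on their plate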;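 note: 0% = DMSO-treated cells in low-serum medium and 100% = 10% serum control; some compounds called inactive have numbers as strong as hits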
SENP6 block = SENP6 protease inhibitors, primary screen, biochemical, luminescence, uHTS | Recombinant SENP6 catalytic domain, aminoluciferin luminescence | 330,000 tested, 1.8% active | Sentrin-specific protease 6 (Homo sapiens), Q9GZR1 | inhibition, % at 10 µM;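 active = inhibition above about 50% at the single tested dose, limit read from the data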;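 note: plate controls were DMSO wells with enzyme for no effect and DMSO wells lacking enzyme for full effect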
Target sequence (Q9GZR1 628-1112 limits assumed): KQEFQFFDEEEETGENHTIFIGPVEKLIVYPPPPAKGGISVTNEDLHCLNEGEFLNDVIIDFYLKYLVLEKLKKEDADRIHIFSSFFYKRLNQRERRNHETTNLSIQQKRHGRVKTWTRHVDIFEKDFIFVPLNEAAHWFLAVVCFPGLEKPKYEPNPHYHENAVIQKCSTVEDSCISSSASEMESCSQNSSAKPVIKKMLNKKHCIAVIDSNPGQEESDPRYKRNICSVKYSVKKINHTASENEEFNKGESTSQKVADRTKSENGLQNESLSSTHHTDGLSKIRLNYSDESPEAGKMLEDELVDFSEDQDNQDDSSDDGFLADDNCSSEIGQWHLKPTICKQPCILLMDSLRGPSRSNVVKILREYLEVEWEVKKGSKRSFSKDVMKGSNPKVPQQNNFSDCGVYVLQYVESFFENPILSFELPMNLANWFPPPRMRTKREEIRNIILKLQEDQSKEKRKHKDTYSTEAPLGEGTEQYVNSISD
SENP1 FRET inh = human SENP1 catalytic domain inhibitors, primary screen, biochemical, FRET, uHTS | recombinant SENP1 catalytic domain, CyPet-SUMO1-YPet FRET cleavage | inhibition, % at 10 µM | 360,000 tested, 0.21% active;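 active = inhibition at least 30% at 10 µM, raw YFP signal under a set limit, fluorescence ratio 0.5 to 1.5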;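 note: 0% = enzyme with DMSO and 100% = no enzyme wells; some results filed as inactive read as strong as hits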
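Assay system: hSENP1 catalytic domain, recombinant. Amount: SENP1 enzyme, 20 pM final. Schedule: 50 min reaction, RT, dark. Technique: FRET, CFP and YFP emission. Control set: no-enzyme wells low, DMSO-plus-enzyme wells high control.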
HKDC1 inhibitor = HKDC1 hexokinase inhibitors, primary screen, biochemical, fluorescence, uHTS; Q2TB90; recombinant HKDC1, G6PDH/diaphorase resazurin coupled fluorescence; inhibition, % at 20 µM; 340,000 tested, 0.16% active; AID 493160, 2011;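 active = inhibition above about 35% when tested at 20 µM, limit read from the data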;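 note: plate controls were DMSO wells with enzyme for no effect and DMSO wells lacking enzyme for full effect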
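Test system: Recombinant HKDC1 (HK5) hexokinase enzyme, produced in-house | Input: HKDC1 at 5 µg/mL | Buffer or medium: Tris pH 8.0 buffer with MgCl2, Tween-20, BSA, BME | Schedule: 90 min reaction incubation at room temperature, dark | Technique: Resazurin-to-resorufin fluorescence via G6PDH and diaphorase coupling, 525/613 nm | Controls: DMSO wells with and without enzyme mix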
The depositor's hits bear a star.

Cc1cccn2c(=O)c3cc(C(=O)NCCN4CCOCC4)c(=N)n(CCc4ccccc4)c3nc12 was read as SENP7 inh 2.4, UBC13 polyUb 5.6, SENP8 block-1 inactive, PfGluPho inh -12.6, SENP8 block-2 1.7, beta cell repl 1.0, SENP6 block 3.7, SENP1 FRET inh -24.8 and HKDC1 inhibitor -15.2.
Screening CCO[C@@H]1OC(C(=O)N2CCCCCCC2)=C[C@H](c2ccc3c(c2)OCO3)[C@H]1CCCO returned SENP7 inh 2.6, UBC13 polyUb 11.0, SENP8 block-1 9.9, PfGluPho inh -3.4, SENP8 block-2 0.7, beta cell repl -0.5, SENP6 block -12.3, SENP1 FRET inh 2.4 and HKDC1 inhibitor -1.1.
Screening Nc1nc(COc2ccc(F)cc2Cl)nc(N2CCCCC2)n1 returned SENP7 inh -3.1, UBC13 polyUb 4.0, SENP8 block-1 6.4, PfGluPho inh 14.5, SENP8 block-2 -1.6, beta cell repl 4.3, SENP6 block 6.7, SENP1 FRET inh 2.4 and HKDC1 inhibitor 1.7.
CSC1=NSC2=NC(=O)/C(=C\c3coc4ccccc4c3=O)C(=N)N12 was read as SENP8 block-1 -424.9, PfGluPho inh -24.3, SENP1 FRET inh -27.1 and HKDC1 inhibitor 4.6.
Screening CCOC(=O)c1cc(-c2cccc(C(F)(F)F)c2)nc2nc(SC)[nH]c(=O)c12 returned SENP7 inh 4.1, UBC13 polyUb 4.7, SENP8 block-1 -306.3, PfGluPho inh -7.4, SENP8 block-2 -4.2, beta cell repl 4.1, SENP6 block 2.5, SENP1 FRET inh -6.7 and HKDC1 inhibitor 9.4.
For COC(C[C@@H]1O[C@H]1[C@@H](O)[C@@H](C)OCc1ccccc1)OC the results were SENP7 inh 11.7, UBC13 polyUb -3.7, SENP8 block-1 16.6, PfGluPho inh -10.4, SENP8 block-2 -9.3, beta cell repl 4.3, SENP6 block -7.8, SENP1 FRET inh 1.7 and HKDC1 inhibitor 1.4.
`CC(=O)C1=NN(c2ccccc2)C(c2cccs2)N1c1ccccc1` (stereo not drawn) gave SENP7 inh -5.2, UBC13 polyUb 9.3, SENP8 block-2 1.1, beta cell repl -3.3 and SENP6 block 3.0.
For CCOc1ccccc1NC(=O)Cn1cnc2c(nnn2-c2cccc(OC)c2)c1=O the results were SENP7 inh -3.8, UBC13 polyUb 17.8, SENP8 block-1 23.1, PfGluPho inh 2.6, SENP8 block-2 5.4, beta cell repl -0.4, SENP6 block -6.4, SENP1 FRET inh 1.3 and HKDC1 inhibitor 0.8.
Screening Cc1cc(-c2ccccc2)n(-c2cc(N/N=C/c3ccccc3O)ncn2)n1 returned SENP8 block-1 -11.9, PfGluPho inh -21.7, SENP1 FRET inh 4.4 and HKDC1 inhibitor 12.8.
For CC(C)N(CCCNC(=O)C1CCN(S(=O)(=O)N2CCOCC2)CC1)Cc1ccccc1 the results were SENP7 inh -6.1, UBC13 polyUb -9.9, SENP8 block-1 15.1, PfGluPho inh 5.9, SENP8 block-2 -7.2, beta cell repl -3.8, SENP6 block -18.1, SENP1 FRET inh 1.7 and HKDC1 inhibitor -9.4.
Screening CCOC(=O)N1C2=NC(C(=O)OC)=C(C(=O)OC)[C@@H]3N(C)c4ccccc4[C@]23C[C@H]1C(=O)OC returned SENP7 inh -6.6, UBC13 polyUb -3.2, SENP8 block-1 -4.5, PfGluPho inh -1.3, SENP8 block-2 -3.3, beta cell repl -5.9, SENP6 block -6.1, SENP1 FRET inh 6.4 and HKDC1 inhibitor -2.0.
Screening Cn1cccc1C(=O)OCC(=O)NCc1cccs1 returned SENP7 inh 2.5, UBC13 polyUb -0.2, SENP8 block-1 8.9, PfGluPho inh -2.7, SENP8 block-2 -12.4, beta cell repl -1.4, SENP6 block -1.5, SENP1 FRET inh 1.9 and HKDC1 inhibitor -7.8.
CCC(=O)c1cc(Br)ccc1OCC(=O)N1CCN(S(=O)(=O)c2ccccc2)CC1 was read as SENP8 block-1 -2.8, PfGluPho inh 18.5, SENP1 FRET inh 0.4 and HKDC1 inhibitor -2.3.
`O=c1c2ccccc2cnn1-c1ccc(Br)cc1` gave SENP7 inh 66.4*, UBC13 polyUb 4.1, SENP8 block-1 -54.7, PfGluPho inh -6.1, SENP8 block-2 35.1, beta cell repl -0.2, SENP6 block 58.3*, SENP1 FRET inh 2.5 and HKDC1 inhibitor 1.9.
CCN(CC)c1ncnc2sc(C(=O)N3CCN(c4ccc(OC)cc4)CC3)c(C)c12 was read as SENP7 inh -7.9, UBC13 polyUb 0.8, SENP8 block-1 10.8, PfGluPho inh 10.0, SENP8 block-2 -4.9, beta cell repl -2.9, SENP6 block -2.9, SENP1 FRET inh 2.9 and HKDC1 inhibitor 2.0.
For CCCCNC(=O)c1onc(CSc2cccc(F)c2)c1C(=O)O the results were SENP7 inh 6.7, UBC13 polyUb -8.0, SENP8 block-1 12.9, PfGluPho inh 9.7, SENP8 block-2 -1.3, beta cell repl 4.8, SENP6 block 1.0, SENP1 FRET inh -0.2 and HKDC1 inhibitor -3.4.
For Cc1ccc(N2C(=O)[C@@H]3C(c4cccnc4)=NO[C@@H]3C2=O)c(C)c1 the results were SENP7 inh -0.9, UBC13 polyUb -7.5, SENP8 block-1 1.7, PfGluPho inh -9.5, SENP8 block-2 -0.9, beta cell repl -0.6, SENP6 block -4.3, SENP1 FRET inh -0.3 and HKDC1 inhibitor -3.7.
CN1CCC(NC(=O)c2cc(-c3cccc(Br)c3)nc3ccccc23)CC1 was read as SENP7 inh -7.6, UBC13 polyUb 3.5, SENP8 block-1 0.2, PfGluPho inh 7.2, SENP8 block-2 -1.9, beta cell repl -7.5, SENP6 block -22.0, SENP1 FRET inh 1.4 and HKDC1 inhibitor -6.7.
`Cn1nccc1C(=O)NC1CCN(Cc2ccccc2)CC1` gave SENP7 inh 3.2, UBC13 polyUb 4.4, SENP8 block-1 12.6, PfGluPho inh 5.4, SENP8 block-2 5.9, beta cell repl -4.4, SENP6 block -9.7, SENP1 FRET inh 0.6 and HKDC1 inhibitor 4.8.
CCOc1cccc(C2C(C(=O)c3cccs3)=C(O)C(=O)N2Cc2cccnc2)c1 (stereo not drawn) was read as SENP7 inh 3.9, UBC13 polyUb 4.0, SENP8 block-1 19.6, PfGluPho inh -8.9, SENP8 block-2 -1.0, beta cell repl -1.9, SENP6 block -12.2, SENP1 FRET inh 1.8 and HKDC1 inhibitor 5.8.
CCOC(=O)N1CCN(c2c(NCCc3ccccc3)c(=O)c2=O)CC1 was read as SENP7 inh 0.3, UBC13 polyUb 3.6, SENP8 block-1 0.2, PfGluPho inh -11.1, SENP8 block-2 13.6, beta cell repl 0.4, SENP6 block -15.5, SENP1 FRET inh 0.6 and HKDC1 inhibitor -5.5.
C/C(N)=C(/C#N)C(=O)CSc1nc2ccccc2n1CC(C)C was read as SENP7 inh 6.0, UBC13 polyUb 3.4, SENP8 block-1 2.1, PfGluPho inh 2.1, SENP8 block-2 3.6, beta cell repl -0.5, SENP6 block 2.0, SENP1 FRET inh -1.2 and HKDC1 inhibitor -6.4.
`O=C(NCc1ccco1)c1cccc(N2CCCC2=O)c1` gave SENP7 inh -3.9, UBC13 polyUb -1.0, SENP8 block-1 26.6, PfGluPho inh -22.6, SENP8 block-2 4.1, beta cell repl -3.5, SENP6 block 1.0, SENP1 FRET inh 2.0 and HKDC1 inhibitor -1.3.
`CCOC(=O)N1CCC(NC(=O)CCc2ccccc2)CC1` gave SENP7 inh -9.5, UBC13 polyUb 6.6, SENP8 block-1 7.7, PfGluPho inh 5.5, SENP8 block-2 -6.2, beta cell repl -3.1, SENP6 block -15.0, SENP1 FRET inh 0.5 and HKDC1 inhibitor -8.7.
`O=C(CSc1nnc(Cc2ccc(Cl)cc2)o1)Nc1ccccc1` gave SENP7 inh 6.9, UBC13 polyUb -2.5, SENP8 block-1 10.8, PfGluPho inh 19.3, SENP8 block-2 1.1, beta cell repl -2.6, SENP6 block 14.0, SENP1 FRET inh 2.5 and HKDC1 inhibitor 2.1.
Screening CCN1C(=O)CC(N2CCOCC2)C1=O (stereo not drawn) returned SENP7 inh 1.1, UBC13 polyUb -7.7, SENP8 block-1 -46.7, PfGluPho inh -10.2, SENP8 block-2 -7.1, beta cell repl -1.6, SENP6 block -20.9, SENP1 FRET inh 2.1 and HKDC1 inhibitor -4.8.
For Cc1cccc[n+]1CC(=O)c1ccc(Cl)cc1 the results were SENP7 inh -8.1, UBC13 polyUb 4.2, SENP8 block-1 -27.4, PfGluPho inh -10.4, SENP8 block-2 4.6, beta cell repl -0.5, SENP6 block -16.3, SENP1 FRET inh 1.4 and HKDC1 inhibitor -5.2.
COc1ccc(CNC(=O)c2ccc(Br)s2)cc1OC was read as SENP7 inh 0.9, UBC13 polyUb 4.5, SENP8 block-1 -1.4, PfGluPho inh 10.9, SENP8 block-2 4.8, beta cell repl -1.3, SENP6 block -6.3, SENP1 FRET inh 0.1 and HKDC1 inhibitor -2.7.
`CN(C)S(=O)(=O)N1CCN(c2ccnc3cc(Cl)ccc23)CC1` gave SENP7 inh -4.8, UBC13 polyUb -10.9, SENP8 block-1 -20.3, PfGluPho inh -7.7, SENP8 block-2 -2.4, beta cell repl -0.6, SENP6 block 21.2, SENP1 FRET inh -0.7 and HKDC1 inhibitor -3.3.
`OCCCn1c(CCNc2nc(-c3ccc(Cl)cc3)cs2)nc2cc(C(F)(F)F)ccc21` gave SENP7 inh -1.6, UBC13 polyUb 0.8, SENP8 block-1 -16.8, PfGluPho inh 25.1, SENP8 block-2 -8.2, beta cell repl -5.1, SENP6 block 5.8, SENP1 FRET inh -2.4 and HKDC1 inhibitor 6.4.
Screening CCOC(=O)c1sc(N)nc1C(F)(F)F returned SENP8 block-1 0.8, PfGluPho inh 54.0, SENP1 FRET inh 2.2 and HKDC1 inhibitor -9.9.
COC(=O)CNC(c1ccccc1)c1cc(Br)ccc1NS(=O)(=O)c1ccc(C)cc1 (stereo not drawn) was read as SENP7 inh -10.8, UBC13 polyUb -8.0, SENP8 block-1 8.7, PfGluPho inh -4.3, SENP8 block-2 -5.3, beta cell repl 0.0, SENP6 block -2.3, SENP1 FRET inh 2.1 and HKDC1 inhibitor -0.8.

Sorted by length of the SMILES (high to low): three of the compounds above.
COC(=O)CNC(c1ccccc1)c1cc(Br)ccc1NS(=O)(=O)c1ccc(C)cc1 (stereo not drawn) was read as SENP7 inh -10.8, UBC13 polyUb -8.0, SENP8 block-1 8.7, PfGluPho inh -4.3, SENP8 block-2 -5.3, beta cell repl 0.0, SENP6 block -2.3, SENP1 FRET inh 2.1 and HKDC1 inhibitor -0.8.
CSC1=NSC2=NC(=O)/C(=C\c3coc4ccccc4c3=O)C(=N)N12 was read as SENP8 block-1 -424.9, PfGluPho inh -24.3, SENP1 FRET inh -27.1 and HKDC1 inhibitor 4.6.
`CC(=O)C1=NN(c2ccccc2)C(c2cccs2)N1c1ccccc1` (stereo not drawn) gave SENP7 inh -5.2, UBC13 polyUb 9.3, SENP8 block-2 1.1, beta cell repl -3.3 and SENP6 block 3.0.
